TbMetRS inhib – Trypanosoma brucei MetRS inhibition | inhibition, % at 11.9 µM | purified T. brucei MetRS, ATP depletion, Kinase-Glo luminescence | 360,000 tested, 0.4% active;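 active = inhibition above a per-plate cutoff of the control wells' mean inhibition plus 3 SD, cut at about 5.5% in these data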;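 note: 0% = DMSO wells median and 100% = median of wells with control inhibitor compound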
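Dosing: 11.9 µM single point; system: parasite MetRS enzyme; technique: luminescence of leftover ATP; times: 15 min enzyme-compound preincubation, 2 h reaction, 10 min detection, 25 °C; replicates: each compound tested once; read-out basis: percent inhibition relative to median high and low control wells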
FAS TE block – FAS thioesterase (human) inhibition. P49327. inhibition, % at 15 µM. AID 602261. recombinant FAS-TE, OMFH fluorogenic substrate, fluorescence endpoint. 360,000 tested, 0.67% active;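 active = compounds whose normalised, plate-corrected inhibition of enzyme fluorescence in the single-dose primary screen is 50% or more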;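 note: 0% = DMSO with enzyme and 100% = substrate without enzyme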
Rin1 Abl inh – inhibitors of human Rin1-Abl protein interaction; TR-FRET Rin1/Abl binding, biochemical; inhibition, % at 7.35 µM; 360,000 tested, 0.4% active; in the data active = inhibition above about 5%, passing the limit was not always enough
CSN deneddyl inh – inhibitors of human CSN-mediated cullin deneddylation | Q92905 | Purified CSN, SCF-Nedd8-OG deneddylation, fluorescence polarization | inhibition, % at 12.5 µM | 360,000 tested, 0.38% active | AID 651999;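 active = pattern-corrected inhibition above about 35%, with an unprinted fluorescence ratio check between 0.5 and 1.5, limit read from the data, passing the limit was not always enough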;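 note: 0% = enzyme with substrate and 100% = substrate without enzyme; some results filed as inactive read as strong as hits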
Target sequence (Q92905 whole entry, looked up, one chain of several): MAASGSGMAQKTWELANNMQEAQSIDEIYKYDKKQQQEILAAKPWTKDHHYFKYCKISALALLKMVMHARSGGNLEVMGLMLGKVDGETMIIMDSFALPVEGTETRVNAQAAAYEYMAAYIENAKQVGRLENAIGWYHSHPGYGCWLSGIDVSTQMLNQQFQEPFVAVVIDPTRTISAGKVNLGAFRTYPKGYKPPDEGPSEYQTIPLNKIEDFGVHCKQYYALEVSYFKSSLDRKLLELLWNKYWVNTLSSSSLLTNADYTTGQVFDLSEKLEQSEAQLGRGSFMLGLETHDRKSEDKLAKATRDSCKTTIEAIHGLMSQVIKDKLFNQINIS
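Material: purified human Csn5 enzyme expressed in HEK293T cells / Medium: Tris buffer pH 7.5, NaCl, DTT, Tween-20, trehalose, ovalbumin / Compound dosing: 12.5 µM single point / Schedule: 90 min incubation of compound, enzyme and substrate at room temperature / Signal: fluorescence polarization of the substrate / Control set: no-enzyme wells high, enzyme-with-substrate wells low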
Neddylation inh – inhibitors of human cullin neddylation. 360,000 tested, 0.58% active. calls only at 25 µM. TR-FRET cullin neddylation, biochemical; in the data active = inhibition above about 36%
Target sequence (P61081 whole entry, looked up): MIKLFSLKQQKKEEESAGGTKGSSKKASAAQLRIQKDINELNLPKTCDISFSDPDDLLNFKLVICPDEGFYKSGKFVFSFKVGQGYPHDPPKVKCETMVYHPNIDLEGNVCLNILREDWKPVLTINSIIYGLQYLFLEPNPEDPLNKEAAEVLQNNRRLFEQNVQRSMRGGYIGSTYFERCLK
Target sequence (Q13564 whole entry, looked up): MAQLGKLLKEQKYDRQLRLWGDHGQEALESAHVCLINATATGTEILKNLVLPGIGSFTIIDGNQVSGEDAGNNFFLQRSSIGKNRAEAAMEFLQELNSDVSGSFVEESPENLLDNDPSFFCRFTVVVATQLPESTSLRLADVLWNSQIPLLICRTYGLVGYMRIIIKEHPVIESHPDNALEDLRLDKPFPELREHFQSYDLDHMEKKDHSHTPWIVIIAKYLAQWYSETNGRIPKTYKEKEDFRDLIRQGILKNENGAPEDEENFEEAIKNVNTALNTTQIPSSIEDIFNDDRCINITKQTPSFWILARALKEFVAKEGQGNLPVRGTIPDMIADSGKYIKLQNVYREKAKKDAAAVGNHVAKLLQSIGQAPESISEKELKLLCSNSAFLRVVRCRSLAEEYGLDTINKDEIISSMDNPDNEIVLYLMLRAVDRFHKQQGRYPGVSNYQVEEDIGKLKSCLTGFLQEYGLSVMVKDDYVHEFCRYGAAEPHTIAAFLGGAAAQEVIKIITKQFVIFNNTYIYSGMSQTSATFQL
E coli Lon inh – inhibitors of E. coli Lon protease | P0A9M0 | purified E. coli Lon protease, fluorescence polarization | inhibition, % at 7.94 µM | 360,000 tested, 0.42% active | AID 602123; in the data active = inhibition above about 13%, passing the limit was not always enough;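 note: 0% = enzyme with probe and DMSO and 100% = no enzyme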
bovine MsrA act – activates bovine MsrA enzyme; purified bovine MsrA, absorbance read-out; AID 602163; 360,000 tested, 0.3% active; activation, % at 10.6 µM; in the data active = activation above about 7.5%;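 note: 0% = vehicle and 100% = reference activator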
PABP1 MLLE inh – inhibitors of microRNA-mediated deadenylation, human PABP1 MLLE binding. 360,000 tested, 0.36% active. P11940. inhibition, % at 20 µM. GST-MLLE / FITC-PAM2 fluorescence polarization; in the data active = inhibition above about 35%, passing the limit was not always enough;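 note: plate controls were DMSO wells with GST-MLLE for no effect and wells lacking GST-MLLE protein for full effect; some results filed as inactive read as strong as hits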
MsrA inh – inhibitors of bovine MsrA. purified bovine MsrA, absorbance read-out. inhibition, % at 15.5 µM. 360,000 tested, 0.75% active. AID 651718; in the data active = inhibition above about 4.5%;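 note: 0% = vehicle wells with enzyme and 100% = reference inhibitor wells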
Starred values were filed as active, the others as inactive; i = inactive; . = not tested or not shown.

SMILES	TbMetRS inhib	FAS TE block	Rin1 Abl inh	CSN deneddyl inh	Neddylation inh	E coli Lon inh	bovine MsrA act	PABP1 MLLE inh	MsrA inh
CC(=O)N1CCN(C(=O)COC(=O)/C=C/c2ccc(C(F)(F)F)cc2)CC1	-0.4	-5	0	3	i	-2	-2	-6	-0.1
O=C(/C=C/Sc1ncn[nH]1)c1ccc(Cl)cc1	-0.5	20	2	9	i	-15	-12	22	5.2*
CCOC(=O)C1=C(COC(=O)CNC(=O)c2ccccc2F)NC(=O)NC1C (stereo not drawn)	-0.5	-6	2	3	i	6	-7	-6	-0.4
COc1ccc2c(c1)nc(SCC(=O)C(C)(C)C)n2C	-1.0	-9	-3	-1	i	-4	-8	-49	0.0
COc1ccc(/C=C/c2nnc(NC(=O)CSc3ccc(C)cc3)s2)cc1	-0.4	2	2	7	.	-1	-4	-3	-0.3
COc1cc(C(=O)NCCC(=O)NCc2c(F)cc(F)cc2F)cc(OC)c1OC	-0.3	-3	3	-3	i	-2	-2	-10	0.5
Cn1c(CNC(=O)CNC(=O)Cc2ccc(Cl)cc2)cc(=O)n(C)c1=O	-0.6	0	2	-4	i	-11	-2	-2	-0.7
COc1ccc(CC(=O)NCC2CCCN(Cc3ccccc3Cl)C2)cc1 (stereo not drawn)	-0.1	-2	4	-1	i	-8	0	-12	-0.1
C=CCNc1nc(Nc2ccc(OC)c(OC)c2)c2sc(-c3ccccc3)cc2n1	0.3	8	2	1	i	-14	-3	-4	0.6
Cc1cccc(OCCCC(=O)Nc2ccc(S(=O)(=O)Nc3onc(C)c3C)cc2)c1	-0.1	-7	-2	-2	i	2	0	-4	0.5
CCN1CCN(CC(=O)c2cc(Cl)ccc2Cl)CC1	-0.8	-2	-1	2	i	-3	-5	23	-0.9
CCOC(=O)C1(CC2CC2)CCN(Cc2cn[nH]c2-c2cccc(F)c2)CC1	-0.6	-3	0	-2	i	-3	-2	11	-0.9
Cn1cc(CN2CCC(C(=O)Nc3cccc(-c4cccc(F)c4)c3)CC2)cn1	0.3	-2	0	3	i	-2	-2	-7	-0.9
COc1ccc2cc(C(N)=O)/c(=N\NC(=O)c3ccccc3)oc2c1	-0.2	-1	-1	-5	.	11	-6	-5	3.0
O=C(NNC(=O)c1cc(-c2ccc(Cl)cc2Cl)nc2ccccc12)Nc1ccccc1	39*	38	0	-4	i	-2	-6	8	1.2
CCN(CC)Cc1cc(Nc2c3ccccc3nc3c4ccccc4n(C)c23)cc(CN(CC)CC)c1O	-0.3	-6	-14	-5	i	-3	-6	1	2.2
CCS(=O)(=O)NCc1cn2c(C)csc2n1	-0.4	-5	5	-2	i	-5	2	-5	0.2
Cc1cc(C)n2nc(C(=O)Nc3ccc(S(=O)(=O)N4CCCCC4)cc3)nc2n1	-1.1	-10	-1	-6	i	-9	-2	-1	1.2
CCN(CC(=O)Nc1ccc2c(c1)OCCO2)Cc1cc(=O)oc2c(C)c(C)ccc12	-0.3	12	4	0	i	-6	-2	13	0.1
CC1(C)c2ccccc2N(CC(N)=O)C12C=Cc1ccccc1O2 (stereo not drawn)	2.4	1	3	8	i	8	-2	-5	-1.2
Cc1ccc(C(=O)N2CCN(S(=O)(=O)c3cc(Br)ccc3Br)CC2)o1	-0.7	7	1	-2	i	-5	1	-9	-0.1
CCCCOC(=O)CCc1n[nH]c(=O)[nH]c1=O	-0.1	0	4	5	i	-3	-3	-10	-0.2
O=C(COC(=O)c1nc(Cl)ccc1Cl)Nc1ccc(Cl)cn1	-0.2	-2	6	0	i	-14	-3	13	1.3
CC(C)OCCCN(CC(O)c1ccccc1)CC(O)c1ccccc1 (stereo not drawn)	-1.4	-5	0	-18	i	4	-9	13	-0.2
COc1cc(C)ccc1OCC(=O)Nc1ccccc1N1CCOCC1	-0.4	4	2	-1	i	8	7	4	0.4
Cc1ccc(CC(CC(=O)NCCc2ccc3c(c2)OCO3)C(=O)O)cc1 (stereo not drawn)	-0.1	-4	1	1	i	-1	1	-1	-1.5
O=S(=O)(Nc1ccc(S(=O)(=O)N2CCCC2)cc1)c1ccc(F)cc1	0.5	-2	-1	2	i	-12	-2	7	-0.5
CCCCOc1ccc(C(=O)Nc2ccncc2)cc1	-0.7	-7	5	0	i	1	-2	8	-0.5
O=C(c1ccc(Cl)s1)N1CCCC(N2CCN(c3ccc(F)cc3)CC2)C1 (stereo not drawn)	0.2	5	2	5	i	-11	-4	-1	0.0
COc1ccccc1C(=O)Nc1ccc(Br)c2cccnc12	-0.7	20	-4	-2	i	4	-1	4	0.2
CC(C)NC(=O)C1(C)CN(S(C)(=O)=O)CC(=O)N1Cc1ccc2c(c1)OCO2 (stereo not drawn)	-0.9	.	.	-2	i	.	.	.	-0.1
O=S1(=O)CCN(OCc2ccc(F)cc2Cl)CC1	-1.0	-7	2	0	i	1	-7	-2	-0.5
Cc1ccc(CN2CCN(/N=C/c3ccc(C(F)(F)F)cc3)CC2)c(C)c1	0.1	24	-2	2	i	-3	-2	17	-1.2
S=c1[nH]ncn1/N=C/c1cccc(Oc2ccccc2)c1	-0.4	-4	1	-3	i	-6	1	-30	0.0
O=C(Oc1c(-c2ccccc2)c(=O)n2c3c(cccc13)CC2)c1ccc(Cl)cc1	-0.1	37	2	-1	i	0	0	-11	1.0
COc1cccc(/C=C2\SC(=S)N(C(C(=O)O)c3ccccc3)C2=O)c1OC (stereo not drawn)	0.1	2	-5	6	i	-3	0	31	1.1
Cn1c(=O)c2ccccc2n(CC(=O)NC2CCCCC2)c1=O	-0.8	0	1	7	i	8	-7	-2	-0.1
C=CCn1c2ccccc2c2n[nH]c(=S)nc21	-0.9	-8	-5	0	i	5	3	32	1.2
NNS(=O)(=O)c1ccc(Cc2ncc(C(F)(F)F)cc2Cl)s1	2.0	-4	-1	12	i	3	-1	8	-0.3
CCn1c(SCC(=O)Nc2cccc(C)n2)nnc1-c1ccco1	-0.5	-8	-1	-9	i	1	-2	-1	-1.5
Cc1cc(C)c2c(C)c(C(=O)NCc3ccncc3)oc2c1	-1.1	-5	-1	1	i	-3	-4	0	-0.2
COc1ccc(-c2csc(N(CCCN(C)C)C(=O)c3ccc(Br)cc3)n2)cc1	-0.6	6	-4	2	i	-3	-1	2	-0.5
CCOC(=O)C1=C(c2ccccc2)N=C2SCC(=O)N2C1c1cccc(OC)c1 (stereo not drawn)	-0.7	-5	0	-5	i	1	-2	6	1.4
Cc1ccc(C(=O)Nc2nnc(-c3ccc(C(C)(C)C)cc3)s2)cc1	-0.3	-3	1	10	i	-3	1	-6	-0.5
CCN(c1cccc(C)c1)S(=O)(=O)c1cc2c3c(c1)CCC(=O)N3CCC2	-0.3	-9	3	1	i	-6	-10	4	-0.1
CCCC(C)c1nnc(NC(=O)CS(=O)(=O)Cc2ccccc2)s1 (stereo not drawn)	-0.1	-2	0	5	i	-2	-3	18	-1.1
O=C(Nc1ccccc1Cl)c1cc(S(=O)(=O)N2CCC3(CC2)OCCO3)ccc1F	-0.1	15	-3	7	i	3	-1	7	-0.8
CCOC(=O)C1(Cc2ccccc2C)CCCN(C(=O)c2ccnn2C)C1 (stereo not drawn)	-0.2	-4	0	3	i	1	-2	-10	0.5
Cc1occc1-c1nnc(SCC(=O)NCC2CCCO2)n1C (stereo not drawn)	-0.2	-8	2	-1	i	-2	-5	20	-0.4
COc1ccc(-c2cc(C(=O)N3CCN(c4ccccc4F)CC3)c3ccccc3n2)c(OC)c1	-0.5	30	1	7	i	-1	-2	11	0.9
COC(=O)c1sc(=S)sc1C(=O)OC	-0.2	-10	-1	3	i	-2	-4	52*	1.9
CCN(CC)C(=O)Cn1cc(C(=O)C(=O)NCc2ccco2)c2ccccc21	-0.9	-6	-4	-4	i	-10	-4	-6	0.1
COC(=O)C(Cc1ccccc1)NC(=O)c1cccc(S(=O)(=O)N(C)C)c1 (stereo not drawn)	0.2	-1	4	-2	i	-1	-2	-2	0.4
CC(C)n1nc(C(=O)Nc2ccc(-n3cnnn3)cc2)c2ccccc2c1=O	-0.3	-2	1	-2	i	-1	1	-15	0.7
Cc1cc(C)cc(NS(=O)(=O)Cc2ccccc2)c1	-0.3	-1	1	2	i	-7	-12	-12	2.1
C=CCNC(=O)CC1Nc2c3ccccc3nc(=S)n2C1=O (stereo not drawn)	0.0	-4	-2	-19	i	3	-3	-77	1.0
C#CCNC(=O)C[C@@H]1C[C@@]2(C(=O)OCC)CCCC=C2N(CCC2=CCCCC2)C1=O	-0.3	.	.	-5	i	.	.	.	-0.6
COc1ccc(NC(=O)Cn2c(=O)n(CC(=O)NCc3ccco3)c(=O)c3ccccc32)cc1OC	-0.5	-2	1	4	i	-12	-1	2	-0.3
COc1ccc(OCC(=O)Nc2nonc2NC(=O)COc2ccc(OC)cc2)cc1	-0.7	-1	0	6	i	-10	-3	-2	-0.3
Cc1ccccc1NC(=O)NCCCN1CCN(c2ccccc2)CC1	-0.5	-10	3	-2	i	0	-9	4	0.0

Pulled by structure from the list above:
SMILES	TbMetRS inhib	FAS TE block	Rin1 Abl inh	CSN deneddyl inh	Neddylation inh	E coli Lon inh	bovine MsrA act	PABP1 MLLE inh	MsrA inh
CCCC(C)c1nnc(NC(=O)CS(=O)(=O)Cc2ccccc2)s1 (stereo not drawn)	-0.1	-2	0	5	i	-2	-3	18	-1.1
O=C(Nc1ccccc1Cl)c1cc(S(=O)(=O)N2CCC3(CC2)OCCO3)ccc1F	-0.1	15	-3	7	i	3	-1	7	-0.8
C#CCNC(=O)C[C@@H]1C[C@@]2(C(=O)OCC)CCCC=C2N(CCC2=CCCCC2)C1=O	-0.3	.	.	-5	i	.	.	.	-0.6
COc1ccc(NC(=O)Cn2c(=O)n(CC(=O)NCc3ccco3)c(=O)c3ccccc32)cc1OC	-0.5	-2	1	4	i	-12	-1	2	-0.3
Cc1cc(C)cc(NS(=O)(=O)Cc2ccccc2)c1	-0.3	-1	1	2	i	-7	-12	-12	2.1

The list continues:
SMILES	TbMetRS inhib	FAS TE block	Rin1 Abl inh	CSN deneddyl inh	Neddylation inh	E coli Lon inh	bovine MsrA act	PABP1 MLLE inh	MsrA inh
CCOC(=O)C1(C)CCN1C(=O)c1cc(F)ccc1C (stereo not drawn)	-0.1	0	1	0	i	-9	-1	-4	0.6
O=C(CS(=O)(=O)c1ccccc1)Nc1ccc(S(=O)(=O)Nc2ccccn2)cc1	0.3	-6	-1	10	i	-3	-4	-10	0.1
CCOC(=O)C1(Cc2ccccc2Cl)CCN(S(C)(=O)=O)CC1	-0.1	1	-1	0	i	-6	-5	-10	-1.3
CN1CCN(c2ccc(NC(=O)c3ccc(C#N)cc3F)cc2Cl)CC1	1.4	-8	5	4	i	-15	-2	-1	1.8
O=C(O)CNC(=O)CC1S/C(=N/N=C2\CSC(=O)N2)NC1=O (stereo not drawn)	-0.4	3	4	5	i	-11	-3	42*	-0.3
Cc1noc(C)c1S(=O)(=O)N1CCCC(C(=O)NC2CCCCC2)C1 (stereo not drawn)	-0.1	-9	3	6	i	2	-3	-1	0.7
CCN1C(=O)[C@H]2[C@@H](c3ccc(C)cc3)N3C(=O)N(c4cccc(Br)c4)C(=O)[C@@]3(Cc3ccccc3)[C@H]2C1=O	-0.6	67*	2	4	i	7	2	16	0.8
Clc1ccc(-c2nnc3n2CCCCS3)cc1	-0.2	-10	1	-6	i	-8	2	-5	0.1
O=C(CN1CCOc2ccccc21)N1CCCC1	0.4	-6	-4	-4	i	1	1	-11	0.0
CN(C(=O)c1ccccc1C(=O)OCC(=O)Nc1ccccc1)c1ccccc1	-0.2	1	0	2	i	4	-7	11	0.6
